Compound activity deposited in PubChem by Sanford-Burnham Center for Chemical Genomics.
SKN-1 inh: C. elegans SKN-1 inhibition; inhibition, % at 21.8 µM; 360,000 compounds, 0.49% hits; C. elegans VP596 Pgst-4::GFP/RFP ratio, acrylamide-induced, 24 h; AID 624304;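 active means interference check ratio from 0.5 to 1.5 plus GFP to RFP signal ratio inhibition reaching or exceeding a fixed threshold, cut at about 30% in these data, passing the limit was not always enough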; further: some compounds called inactive have numbers as strong as hits
STEP block: blocks human striatal-enriched tyrosine phosphatase; inhibition, % at 20 µM; 360,000 compounds, 0.25% hits; P54829; recombinant STEP, OMFP fluorogenic substrate, fluorescence;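 active means inhibition at 20 µM, scaled per plate between control wells, above about 37%, limit read from the data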;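 further: 0% = DMSO with enzyme and substrate and 100% = substrate only without enzyme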
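Assay system: isolated STEP enzyme / Timing: 20 min at room temperature, dark / Doses: 20 µM, 1% DMSO / Technique: fluorescence intensity, excitation 480 nm, emission 540 nm / Reagent: fluorogenic phosphatase substrate OMFP at 25 µM final / Measure: percent inhibition scaled to no-enzyme and uninhibited-enzyme controls, plate-pattern corrected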
MT1-MMP act inh: MT1-MMP (human) activation inhibition; HT1080 RFP-PRO-GFP cells, GFP/RFP ratio fluorescence, overnight; percent of plate control window, DMSO zero; GFP/RFP ratio change, % at 20 µM; 360,000 compounds, 0.061% hits; AID 651647;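 active means GFP/RFP ratio change of at least 30% with cell ATP level not reduced by more than half and red fluorescence within 50% of control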; further: strong numbers were not always called active
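Read-out: GFP/RFP fluorescence ratio; Test system: RFP-PRO-GFP reporter HT1080 cells; Compound dosing: single-point 20 µM compound, 1% DMSO; Times: overnight compound exposure at 37 °C.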
CendR NRP1 mod: alters CendR peptide binding to human NRP-1. O14786. FAM-RPARPAR peptide binding to NRP-1, fluorescence polarization. inhibition, % at 25 µM. 360,000 compounds, 0.85% hits. AID 602438;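 active means inhibition or corrected inhibition above about 18%, plus a signal ratio from 0.5 to 1.5, limit read from the data, passing the limit was not always enough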; further: strong numbers were not always called active
Target sequence (O14786 whole entry, looked up): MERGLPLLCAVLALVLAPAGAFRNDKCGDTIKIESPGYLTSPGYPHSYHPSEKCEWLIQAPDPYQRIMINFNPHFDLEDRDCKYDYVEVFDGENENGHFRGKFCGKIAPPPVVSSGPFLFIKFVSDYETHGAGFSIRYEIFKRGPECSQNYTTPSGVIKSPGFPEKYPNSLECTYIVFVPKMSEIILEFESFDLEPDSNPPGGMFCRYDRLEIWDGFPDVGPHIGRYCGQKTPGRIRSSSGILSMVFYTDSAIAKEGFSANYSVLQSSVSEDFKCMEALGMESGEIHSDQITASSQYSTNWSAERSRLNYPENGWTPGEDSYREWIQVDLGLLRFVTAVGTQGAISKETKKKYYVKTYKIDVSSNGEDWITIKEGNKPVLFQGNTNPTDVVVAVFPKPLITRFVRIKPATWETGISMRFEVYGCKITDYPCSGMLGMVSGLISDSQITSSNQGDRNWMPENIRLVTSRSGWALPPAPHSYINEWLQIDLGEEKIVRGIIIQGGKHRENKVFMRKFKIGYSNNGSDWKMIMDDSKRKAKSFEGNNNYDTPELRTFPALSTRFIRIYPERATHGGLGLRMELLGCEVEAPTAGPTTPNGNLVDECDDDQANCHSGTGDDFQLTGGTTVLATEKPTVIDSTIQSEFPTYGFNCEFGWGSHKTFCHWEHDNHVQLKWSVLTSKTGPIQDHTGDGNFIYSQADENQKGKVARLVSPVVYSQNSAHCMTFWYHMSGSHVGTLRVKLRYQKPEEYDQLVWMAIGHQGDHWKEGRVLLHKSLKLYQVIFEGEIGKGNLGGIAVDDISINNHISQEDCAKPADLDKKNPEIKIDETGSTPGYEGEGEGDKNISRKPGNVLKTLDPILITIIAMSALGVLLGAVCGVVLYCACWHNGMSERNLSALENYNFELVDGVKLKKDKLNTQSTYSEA
Rpn11 block: blocks the human proteasome subunit Rpn11. calls only at 20 µM. 360,000 compounds, 0.59% hits. AID 588493. human 26S proteasome, Ub4-pepOG fluorescence polarization; 20S core pre-blocked with epoxomicin. O00487;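 active means inhibition at 20 µM, scaled to each plate's controls, above about 33%, limit read from the data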
SUMO1-SIM PPI: modulators of human SUMO1-mediated protein-protein interactions | P63165 | SUMO1 binding to a labelled peptide, TR-FRET, 1 h | inhibition, % at 20 µM | 360,000 compounds, 0.33% hits | AID 602429; in the data active means inhibition above about 37%
Target sequence (P63165 whole entry, looked up): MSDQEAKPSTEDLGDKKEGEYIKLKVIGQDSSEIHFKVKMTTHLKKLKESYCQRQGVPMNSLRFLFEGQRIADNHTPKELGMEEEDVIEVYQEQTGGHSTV
DNMT1 block: inhibitors of human DNMT1 | P26358 | DNMT1 molecular beacon, Hinp1I cleavage, fluorescence | inhibition (reported as % activation of signal), % at 10 µM | 360,000 compounds, 0.83% hits | AID 588458; in the data active means inhibition above about 50%
Scp1 inh: blocks human Scp-1 phosphatase activity | Recombinant Scp1, phosphopeptide, malachite green phosphate absorbance | AID 493091 | inhibition, % at 20 µM | 340,000 compounds, 0.88% hits | Q9GZU7;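 active means inhibition above about 50% at 20 µM, limit read from the data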;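 further: plate controls were DMSO wells with enzyme for no effect and wells lacking enzyme for full effect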
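Material: truncated SCP-1 phosphatase (76-261aa) / Buffer or medium: 50 mM Tris acetate pH 5.5, 0.005% Tween-20, 10 mM MgCl2 / Compound dosing: one concentration, 20 µM, with 1.0% DMSO / Incubation: 45 min room-temperature reaction, 5 min colour, 30 min stabiliser / Detection: colorimetric free-phosphate detection, absorbance 630 nm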
LMPTP block: LMPTP (human) inhibition; AID 651560; P24666; inhibition, % at 20 µM; recombinant LMPTP-A, OMFP fluorogenic substrate, fluorescence intensity; 360,000 compounds, 0.22% hits;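 active means compounds that cut the enzyme signal by at least half of the control window in the single-dose screen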;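 further: plate controls were DMSO wells with enzyme plus substrate for no effect and substrate without enzyme for full effect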
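Assay system: LMPTP-A phosphatase enzyme | Input: 0.625 nM enzyme | Also added: Fluorogenic phosphatase substrate OMFP at 400 µM final | Compound dosing: One test concentration per compound, 20 µM, with 3% DMSO overall | Schedule: 50 min enzyme reaction at room temperature, protected from light | Signal: Fluorescence intensity | Benchmarks: no-enzyme and uninhibited controls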
NadD block: inhibitors of Staphylococcus aureus NadD. purified NadD enzyme, colorimetric absorbance read-out. inhibition, % at 20 µM. 360,000 compounds, 0.78% hits. AID 602399; in the data active means inhibition above about 26%; further: some compounds past the cut are filed as inactive
* hit, by the source's call; i = inactive; / = no result given; & = joins results of further samples.

SKN-1 inh	STEP block	MT1-MMP act inh	CendR NRP1 mod	Rpn11 block	SUMO1-SIM PPI	DNMT1 block	Scp1 inh	LMPTP block	NadD block	SMILES
1	-1	-5	-2	i	4	-3	60*	-3.2	16	C[n+]1cccc(C(=O)NCC2CCCO2)c1 (stereo not drawn)
-10	2	-1	10	i	0	-1	-2	-0.4	1	CC(C)(C)c1ccc(S(=O)(=O)NCc2ccc(C(=O)NCC3CCCO3)cc2)cc1 (stereo not drawn)
9	-2	-3	4	i	-29	-1	-5	-2.3	3	O=C(N/N=C/c1ccc(O)cc1)c1cc[n+](Cc2ccccc2)cc1
-4	-1	-10	-8	i	-1	-24	-1	-0.2	13	CCc1ccc2c(c1)[C@]1(C(=O)N2)[C@@H]2C(=O)N(Cc3ccccc3)C(=O)[C@@H]2[C@@H]2CCCN21
-1	-5	7	-2	i	-11	1	-5	-1.0	-1	CSc1cccc(NC(=O)c2ccccc2N(C)S(C)(=O)=O)c1
13	-6	-1	1	i	-1	8	-2	-1.6	-5	CCOC(=O)c1cn(Cc2ccccc2)nn1
26	0	1	-2	i	-40	3	-7	-10	4	C[C@@H](O)C(C(=O)N1CCNCC1)n1cc([C@@H](N)CCCCN)nn1 (stereo partly drawn)
-9	-1	9	8	i	2	4	-2	0.4	1	COc1ccc(CN2CCC(n3nccc3NC(=O)c3cccc(F)c3)CC2)cc1O
-12	2	6	6	i	0	-1	9	-0.2	6	Cc1cc(=O)c2ccccc2[nH]1
8	0	-1	-14	i	-6	1	0	-1.1	-2	COc1cccc(C(=O)N2CCN(Cc3ccccc3[N+](=O)[O-])CC2)c1
8	2	-5	7	i	-4	1	-13	-0.3	-2	O=C1CN(C(=O)NCC(=O)N2CCCC2)c2ccccc2N1
15	-4	-1	-8	i	-4	1	3	-0.4	-3	Cc1nnc(Nc2ccccc2)n(N)c1=O
-17	12	-1	-8	i	-4	0	-4	57*	3	COc1cc(N=c2ssnc2Cl)cc(OC)c1OC
-12	0	4	1	i	3	-3	-4	-1.7	0	COCCNCC(=O)NC12CC3CC(CC(C3)C1)C2
15	-4	-3	13	i	-8	-1	-11	-0.1	-3	CC(=O)c1sc(NC(=O)c2cccc(C)c2)nc1C
-1	4	-1	1	i	1	1	-5	-2.1	-5	CCN(CC)CCN(C(=O)CCOc1ccccc1)c1nc2ccc(F)cc2s1
-2	-1	2	10	i	-13	-5	7	-0.2	-1	CC1(C)CSC(=NCc2ccccc2)N1C(=O)c1cccc([N+](=O)[O-])c1
5	1	/	-8	i	-4	1	/	2.2	0	Cc1ccc([C@H]2C[C@H](n3cc(C4CC4)nn3)[C@@H](O)CN2Cc2cccs2)cc1
-10	1	1	6	i	-2	-1	0	-0.6	4	CC(=O)c1cnn(-c2cc(Oc3ccc(F)cc3)ncn2)c1C
3	-1	-3	-17	i	22	0	1	1.4	-1	CC(OC(=O)c1cccc(-n2cnnn2)c1)c1nc2ccccc2c(=O)[nH]1 (stereo not drawn)

4 records drawn at random from the list so far, as already listed:
SKN-1 inh	STEP block	MT1-MMP act inh	CendR NRP1 mod	Rpn11 block	SUMO1-SIM PPI	DNMT1 block	Scp1 inh	LMPTP block	NadD block	SMILES
8	0	-1	-14	i	-6	1	0	-1.1	-2	COc1cccc(C(=O)N2CCN(Cc3ccccc3[N+](=O)[O-])CC2)c1
-2	-1	2	10	i	-13	-5	7	-0.2	-1	CC1(C)CSC(=NCc2ccccc2)N1C(=O)c1cccc([N+](=O)[O-])c1
-12	0	4	1	i	3	-3	-4	-1.7	0	COCCNCC(=O)NC12CC3CC(CC(C3)C1)C2
5	1	/	-8	i	-4	1	/	2.2	0	Cc1ccc([C@H]2C[C@H](n3cc(C4CC4)nn3)[C@@H](O)CN2Cc2cccs2)cc1

Taken from above.
COCCNCC(=O)NC12CC3CC(CC(C3)C1)C2 | NadD block: 0
CCOC(=O)c1cn(Cc2ccccc2)nn1 | DNMT1 block: 8
CCc1ccc2c(c1)[C@]1(C(=O)N2)[C@@H]2C(=O)N(Cc3ccccc3)C(=O)[C@@H]2[C@@H]2CCCN21 | MT1-MMP act inh: -10
CC(=O)c1sc(NC(=O)c2cccc(C)c2)nc1C | SKN-1 inh: 15

New compounds follow
SKN-1 inh	STEP block	MT1-MMP act inh	CendR NRP1 mod	Rpn11 block	SUMO1-SIM PPI	DNMT1 block	Scp1 inh	LMPTP block	NadD block	SMILES
0	-2	-3	-3	i	6	-2	3	0.6	-1	O=C(Nc1ccc(Cl)cc1F)C1CC(=O)N(Cc2ccco2)C1 (stereo not drawn)
13	0	-3	-1	i	0	0	-3	1.0	-4	CCOC(=O)C1(Cc2ccccc2Cl)CCN(C(=O)c2cnccn2)CC1
-4	0	0	-2	i	1	0	3	-1.9	-13	CCC(NC(=O)c1cc(COc2ccc(F)cc2Cl)on1)c1ccncc1 (stereo not drawn)
-2	-2	3	1	i	-13	0	-11	0.7	-1	COc1ccc(S(=O)(=O)N2CCOCC2)cc1NC(=O)/C=C/c1ccc(F)cc1
-9	-4	1	-2	i	0	3	-4	-2.5	-6	CCC(=O)c1ccc(OCC(=O)NCCc2ccccn2)cc1
-7	-2	-2	-13	i	3	-25	-1	5.7	-2	COc1ccc(-c2nc(C(=O)NCC3CCCO3)cc3c2[nH]c2ccccc23)cc1 (stereo not drawn)
-30	-1	4	-7	i	1	2	-4	0.1	-3	CCn1c(=O)c(=O)n(CC)c2cc(S(=O)(=O)Nc3cccc(OC)c3)ccc21
1	1	0	4	i	-6	2	-2	-1.1	2	Cc1ccc(C(=O)CCNc2ccc(Br)cc2)o1
1	6	19	-7	i	0	-11	3	-0.1	9	CCC(=O)Nc1ccc(C(=O)CSc2nc3ccc(C)cc3[nH]2)cc1
3	1	-5	-3	i	-3	-13	1	5.1	11	O=C(N[C@@H]1C/C=C\C[C@@H](CC(=O)N(CCO)Cc2ccccc2)C(=O)N[C@H](Cc2ccccc2)COC1=O)OCC1c2ccccc2-c2ccccc21
3	5	-1	4	i	2	-1	-5	0.5	2	CC12CC3(C)CC(C)(C1)CC(C(=O)NCc1ccccn1)(C2)C3
-1&-2	1&1	-1&6	-4&-3	i	4&3	0&5	-4&9	0.8&-0.1	1&0	CC1=C(C(=O)OCc2ccccc2)C(c2cccnc2)c2c(n(C)c(=O)n(C)c2=O)N1 (stereo not drawn)
-3	0	0	8	i	-6	-5	5	0.5	-5	Cc1ccc2sc(N(CCCN(C)C)C(=O)c3ccc(S(=O)(=O)N4CCCCCC4)cc3)nc2c1C
-2	0	0	-2	i	23	1	-13	-0.8	0	O=C(Nc1ccc2ccccc2n1)C1CCCCC1
13	-1	-5	4	i	3	3	1	-0.2	2	O=C(Nc1nncs1)c1ccc2c(c1)OCO2
17	1	-1	2	i	3	1	-3	0.0	-4	COc1cccc(N2CCN(S(=O)(=O)c3c(C)[nH]c(C)c3C(=O)N3CCCC3)CC2)c1
13	0	0	-4	i	0	-2	-4	0.6	3	CCCCn1c(N)c(N(CCC(C)C)C(=O)CC2OC(=O)c3ccccc32)c(=O)[nH]c1=O (stereo not drawn)
13	1	-3	10	i	-3	-1	10	0.3	9	CCOC(=O)c1cnc(SC)nc1Oc1cccc(NC(=O)c2ccc(Cl)cc2)c1
4	0	-2	3	i	3	1	7	0.9	-2	COc1cccc(CNC(=O)C2CCN(S(=O)(=O)c3ccc4c(c3)NC(=O)CO4)CC2)c1
8	-1	-14	4	i	-13	-11	-7	3.1	-6	Cc1cc(C)c(S(=O)(=O)Nc2cccc3nsnc23)c(C)c1

Profiles, quoted from the list. Values in the order: SKN-1 inh, STEP block, MT1-MMP act inh, CendR NRP1 mod, Rpn11 block, SUMO1-SIM PPI, DNMT1 block, Scp1 inh, LMPTP block, NadD block
CCC(=O)c1ccc(OCC(=O)NCCc2ccccn2)cc1 is listed with -9, -4, 1, -2, i, 0, 3, -4, -2.5, -6
CCn1c(=O)c(=O)n(CC)c2cc(S(=O)(=O)Nc3cccc(OC)c3)ccc21 is listed with -30, -1, 4, -7, i, 1, 2, -4, 0.1, -3

New compounds follow
SKN-1 inh	STEP block	MT1-MMP act inh	CendR NRP1 mod	Rpn11 block	SUMO1-SIM PPI	DNMT1 block	Scp1 inh	LMPTP block	NadD block	SMILES
6	-2	2	7	i	-1	-1	1	-0.5	1	COC(=O)COc1cc(Cl)c(C=O)cc1OC
9	-2	-3	3	i	1	4	-3	-1.4	2	N#CCCN(C(=O)CN1CCN(S(=O)(=O)c2ccc(Cl)s2)CC1)c1ccc(F)cc1
11	-4	1	18	i	2	8	-10	-1.3	1	Cc1nn(C)c(C)c1NS(=O)(=O)c1c(C)n[nH]c1C
0	-3	-2	-3	i	0	2	0	-0.6	-1	CCCn1c(SCC(=O)NNC(=O)c2ccc(OC)cc2)nnc1C(C)C
15	0	0	1	i	1	-5	6	3.9	-4	CSc1ccccc1OCc1cc(C(=O)N(C)CCc2c(C)n[nH]c2C)no1
-23	2	-5	4	i	-22	-1	-12	1.6	-7	N#C/C(=C\c1cn[nH]c1-c1ccc(Cl)cc1)C(=O)NCc1ccccc1
-5	-5	2	-4	i	0	2	12	-1.0	2	CC(O)c1nc2ccccc2n1CCOc1ccccc1 (stereo not drawn)

Random draw from the library (roughly 3.9% active in at least one column).
